Bioassay records (PubChem BioAssay)
ABCB6 inh MLPCN: human ABCB6 transporter inhibition; K562-ABCB6 porphyrin accumulation, flow cytometry, 1 h; stronger effect = lower value; fluorescence ratio to DMSO, % at 10 µM; 360,000 tested, 0.19% active; AID 602162;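 active means fluorescence ratio to DMSO below 75%, the collection mean minus 3 SD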;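 further: signal is porphyrin accumulated inside mitochondria; 100% equals median channel fluorescence of DMSO control wells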
Vif inh: inhibitors of HIV Vif | HEK293T cells, Vif self-association by quenched fluorescence, imaging, 24 h | inhibition, % at 7.49 µM | 340,000 tested, 0.35% active | AID 602346; in the data active means inhibition above about 50%, passing the limit was not always enough; further: some results filed as inactive read as strong as hits
HTR2A ag: activates the mouse 5-HT2A serotonin receptor; P35363; CHO-K1 mHTR2A beta-arrestin complementation, luminescence; percent of 30 µM serotonin response; activation, % at 7.6 µM; 360,000 tested, 0.66% active; AID 624169;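 active means activation above a run cutoff, the mean activation of all tested compounds plus 3 SD, cut at about 14% in these data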;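 further: 0% = plate median of compound wells and 100% = 30 µM serotonin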
Target sequence (P35363 whole entry, looked up): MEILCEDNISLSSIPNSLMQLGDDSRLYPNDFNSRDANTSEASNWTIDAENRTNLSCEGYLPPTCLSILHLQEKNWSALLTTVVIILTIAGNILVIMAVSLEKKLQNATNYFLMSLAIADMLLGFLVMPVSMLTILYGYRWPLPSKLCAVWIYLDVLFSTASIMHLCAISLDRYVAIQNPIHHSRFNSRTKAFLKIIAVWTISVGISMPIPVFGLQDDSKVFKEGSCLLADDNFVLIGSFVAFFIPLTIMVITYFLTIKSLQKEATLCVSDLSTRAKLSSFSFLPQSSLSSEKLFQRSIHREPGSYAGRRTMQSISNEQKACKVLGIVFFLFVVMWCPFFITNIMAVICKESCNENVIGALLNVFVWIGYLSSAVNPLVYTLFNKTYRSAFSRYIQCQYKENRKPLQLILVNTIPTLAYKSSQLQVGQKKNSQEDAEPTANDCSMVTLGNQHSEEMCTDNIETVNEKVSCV
CaV13 FRET inh: Disruptors of the CACNA1D IQ motif to Ca2+-dependent inactivation inhibitor domain association, primary screening, Förster resonance energy transfer in intact living … | HEK cells, CFP/YFP FRET ICDI-IQ, plate reader, 10 min; percent FRET-ratio fall versus neutral wells | inhibition, % at 12.3 µM | 340,000 tested, 0.098% active | AID 743397;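 active means mean replicate inhibition of at least 30% and at least 1% of replicates passing that level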;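 further: 0% = median of the neutral control wells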
aDG glyco act: alpha-DG glycosylation activation; Pro5-aDG cells, alpha-DG glycosylation AlphaScreen (IIH6); 0% Pro5, 100% B10-LARGE cell signal; activation, % at 10 µM; 360,000 tested, 0.22% active;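 active means activation of at least 8% versus controls, or a plate z-score of at least 8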;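 further: Pro5 are CHO cells carrying HIG-tagged alpha-DG that lacks glycosylation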
PDI inh: blocks human protein disulfide isomerase activity | P07237 | PDI insulin aggregation turbidity, A650, 90 min | 350,000 tested, 0.052% active | AID 588391 | inhibition, % at 10 µM;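 active means mean inhibition across replicates of 30% or more, whatever share of single replicates reach that level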;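 further: absorbance from insulin aggregation driven by PDI reduction with DTT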
Target sequence (P07237 whole entry, looked up): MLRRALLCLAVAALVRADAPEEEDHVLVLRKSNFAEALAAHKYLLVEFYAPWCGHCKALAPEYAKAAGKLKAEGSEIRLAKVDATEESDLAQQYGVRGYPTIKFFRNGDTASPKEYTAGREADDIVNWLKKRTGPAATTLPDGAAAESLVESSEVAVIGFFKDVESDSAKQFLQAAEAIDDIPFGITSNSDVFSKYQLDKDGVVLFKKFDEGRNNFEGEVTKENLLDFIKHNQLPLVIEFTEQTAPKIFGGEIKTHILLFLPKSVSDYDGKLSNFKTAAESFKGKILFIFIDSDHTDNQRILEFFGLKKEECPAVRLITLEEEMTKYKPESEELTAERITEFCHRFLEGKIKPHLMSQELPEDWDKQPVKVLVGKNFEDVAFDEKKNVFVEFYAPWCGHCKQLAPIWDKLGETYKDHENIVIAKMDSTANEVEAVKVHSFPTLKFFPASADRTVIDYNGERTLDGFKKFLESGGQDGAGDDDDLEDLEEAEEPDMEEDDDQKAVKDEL
Glyco luc inh: blocks N-linked glycosylation in D54 reporter cells | 360,000 tested, 0.23% active | AID 588692 | D54 ERlucT glycosylation luciferase reporter, 24 h; percent of 100 nM tunicamycin response | reporter increase, % at 12.5 µM;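 active means mean luciferase reporter signal, scaled so untreated is 0 and the glycosylation-blocking control 100, at or above a set limit in every replicate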;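 further: luciferase carries N-glycosylation sites so blocking glycosylation raises the light; 0% = median of neutral control wells and 100% = median of 100 nM tunicamycin wells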
Granule exo inh: blocks lytic granule exocytosis; TALL-104 LAMP-1 surface exposure, flow cytometry; cells stimulated with thapsigargin and PMA; inhibition, % at 10 µM; 360,000 tested, 0.66% active; AID 651702;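 active means inhibition above about 55%, limit read from the data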
H9c2 protect: modulators protecting cardiomyocytes from myocardial damage; H9c2 cardiomyocytes, H2O2 injury protection, ATPLite, 2 h; protection from H2O2 cell death, % at 20 µM; 360,000 tested, 0.63% active; AID 588492;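 active means compounds giving at least 50% protection of heart cells from peroxide-induced death in the single-dose screen, raw or plate-pattern-corrected value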;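 further: 0% = DMSO wells with peroxide and 100% = DMSO wells without peroxide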
hiPSC survival: increases survival of single human iPS cells. AID 602274. survival enhancement, % at 20 µM. hiPSC single-cell survival, ATPlite luminescence; 100% = ROCK inhibitor wells, 0% = DMSO. 360,000 tested, 0.044% active; in the data active means survival enhancement above about 18%;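 further: cells exposed to compounds for 16 hours before the ATP read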
Starred values were filed as active, the others as inactive; x = not tested or not shown.

SMILES	ABCB6 inh MLPCN	Vif inh	HTR2A ag	CaV13 FRET inh	aDG glyco act	PDI inh	Glyco luc inh	Granule exo inh	H9c2 protect	hiPSC survival
CCS(=O)(=O)N1CCN(c2cc3c(cc2[N+](=O)[O-])n(C)c(=O)n3C)CC1	97	-2	0	-12	-0.5	17	2	-1	-3	-0.7
Cn1c(SCc2cccc(Br)c2)nc2c1c(=O)[nH]c(=O)n2C	95	15	0	-2	0.0	2	3	13	20	0.3
COc1ccc(OCc2nnc(SCc3ccc(C(=O)O)cc3)o2)cc1	99	-2	5	-4	0.0	2	2	1	-4	2.6
O=c1c2cccc(Cl)c2nc2n1Cc1ccccc1-2	100	-1	-1	1	0.1	-5	3	-17	2	1.2
CCOc1ccccc1Nc1nnc(SCC(=O)Nc2cc(C)on2)s1	97	3	1	-5	-0.2	-5	1	6	9	6.3
COc1ccc(C)cc1NS(=O)(=O)c1ccc2c(c1)NC(=O)C(C)S2 (centres undefined)	99	-3	4	-2	0.6	13	1	-6	-14	-0.2
CC(=O)N1CCN(CC(=O)Nc2ccccc2Sc2ccc(Cl)cc2)CC1	98	-2	-2	-3	-0.1	8	1	-11	-6	0.2
Cc1ccc(NC(=O)COC(=O)C2CC2)cc1S(=O)(=O)N1CCOCC1	96	-4	-2	-3	0.2	-6	-2	2	4	0.3
CCOC(=O)N/N=C(\CCC(=O)O)c1cccs1	99	-4	-1	-2	-0.2	5	0	0	0	0.4
Cc1ccc(S(=O)(=O)N(C)c2ccc(OCc3cccc(C)c3)cc2)cc1	99	0	-2	-7	-0.1	-2	0	-2	-12	0.2
COc1ccc(C(=O)N2CCC2(C)C(=O)O)cc1C(F)(F)F (centres undefined)	97	1	0	-10	-0.3	-5	-1	-7	4	-1.4
O=C(CN1C(=O)/C(=C/c2ccccc2F)Sc2ccccc21)NCC1CCCO1 (centres undefined)	99	4	3	-6	0.1	-2	-5	-1	2	-0.5
CCOC(=O)N1CCN(C(=O)c2ccc(NS(=O)(=O)c3ccc4[nH]c(=O)[nH]c4c3)cc2)CC1	96	-2	5	-6	0.1	5	0	0	3	-0.3
Cc1ccc(S(=O)(=O)Nc2ccc(N=Nc3ccc(O)cc3)cc2)cc1	90	2	-8	9	0.2	6	0	2	-2	0.4
CN(C)S(=O)(=O)c1ccc(C(=O)NCc2ccc3[nH]c4c(c3c2)CCCC4)cc1	94	2	-7	27	-0.2	x	0	-7	-7	-0.5
CC1CCC(NC(=O)CCC(=O)N2CC(C)Oc3ccccc32)CC1 (centres undefined)	103	13	-2	-3	-0.1	x	-1	-4	-5	0.9
O=C(Nc1ccc([N+](=O)[O-])cc1)c1cn(-c2ccccc2)nc1-c1cc2ccccc2o1	100	-1	1	-4	0.0	-4	-5	4	12	-0.6
CCOC(=O)Cc1csc(NC(=O)CSc2nnc(C)n2C)n1	89	x	2	-6	-0.3	2	2	-4	8	0.4
O=C(CCNC(=O)c1ccccc1Cl)NNC(=O)c1ccccc1O	97	7	-4	-7	0.0	2	0	1	10	0.1
Cc1[nH]c2ccccc2c1C(=O)CN1C(=O)C(=O)N(Cc2ccco2)C1=O	105	2	-2	-3	-0.3	-4	4	11	-3	-0.2
COc1ccccc1N(CN1CCCC1=O)C(=O)c1c(F)cccc1F	89	-9	-1	-4	0.3	-4	1	-2	5	-0.4
CC(C)=NN/C(N)=N/C(=S)Nc1ccc(C)cc1	100	-1	-2	-4	0.1	-2	1	0	-8	-1.4
CCC(=O)c1cn(CC(=O)Nc2ccc(OC)cc2)c2ccccc12	99	1	0	-20	0.0	6	1	-7	-5	1.8
CCOc1c(Br)cc(CNc2ccc3c(c2)OCCO3)cc1OC	113	24	2	x	-0.3	4	-2	13	-7	-0.5
Cc1cccc(C(=O)NCc2nnc3c4ccccc4c(-c4ccccc4)nn23)c1	103	4	-1	-5	1.5	-1	-5	-1	2	0.4
Brc1ccc(-c2nnc(Cc3ccccc3)o2)cc1	99	3	4	-4	0.0	1	-4	-5	-4	-0.4
CCOC(=O)c1ccc(NS(=O)(=O)CC)cc1	94	x	0	-4	-0.1	-1	x	2	3	-2.2
N#CC1=C(N)Oc2cc(N)ccc2C1c1ccccc1Cl (centres undefined)	103	-2	3	8	0.0	5	0	-22	-2	-0.6
CC1(C)Cc2nc3oc4c(NCCCN5CCOCC5)ncnc4c3cc2CO1	95	-1	-3	3	0.0	-1	-1	-8	-2	0.4
O=C(c1ccc(-n2cncn2)c([N+](=O)[O-])c1)N1CCN(c2cccc(Cl)c2)CC1	101	2	0	-2	0.7	-2	2	-1	-5	0.0
c1ccc(CN2CCN(C3=Nc4cccc5cccc3c45)CC2)cc1	103	-16	-4	x	0.0	17	7	26	-2	1.8
COC(=O)[C@H](CCSC)NC(=O)Nc1ccc(C)cc1	99	7	10	-8	0.0	8	-1	1	-3	-1.9
CS(=O)(=O)N(CC(=O)N1CCCC1)c1cc(Cl)c(Cl)cc1Cl	100	-4	-7	-6	0.0	-1	0	2	12	-0.4
O=C(Nc1ccc(NC(=O)c2sc3ccccc3c2Cl)cc1)c1ccco1	100	7	-1	-3	0.0	-18	-10	-2	-1	2.5
O=c1[nH]c(/C=C/c2cccc([N+](=O)[O-])c2)c([N+](=O)[O-])c(=O)[nH]1	104	15	2	-3	-0.1	-1	3	-6	4	-0.5
CCC(=O)NCCc1nc2cc(NC(=O)Nc3ccccc3)ccc2n1C	102	-10	2	-1	-0.1	-8	-8	28	-8	-0.7
O=C1[C@H](Cc2ccccc2)NCC=CC[C@H](c2ccc(Cl)cc2)N1Cc1ccc(Cl)cc1	90	-3	9	-5	0.7	-2	-5	-4	-5	-0.5
CCOC(=O)N1CCN(c2c(NCCN3CCN(Cc4ccccc4)CC3)c(=O)c2=O)CC1	92	-1	3	-7	-0.1	-7	-2	4	0	1.3
COc1ccc(/C=N/NC(=O)CCCOc2ccc(Cl)cc2Cl)cc1[N+](=O)[O-]	107	-11	0	-3	0.2	-8	-3	-2	-20	9.5
Cc1c(Cl)cccc1NC(=O)N1CCCC1	100	4	-5	-4	0.6	6	1	-1	-3	0.2
CCN(C(=O)COC(=O)/C(C#N)=C/c1ccc(OC)cc1)C1CCS(=O)(=O)C1 (centres undefined)	93	5	7	-5	-0.2	2	1	0	-5	0.9
O=c1cc(N2CCC3(CC2)OCCO3)[nH]c(=O)n1-c1ccc(Br)cc1	90	10	4	x	0.1	3	1	2	-1	-2.0
COc1cc(/C=N/NC(=O)Cc2nnc(NC(=O)c3ccccc3)s2)ccc1O	99	5	-1	-2	-0.1	6	2	-11	9	0.8
Cc1cc(C)c2c(c1)/C(=N/NC(=O)c1cc(C)oc1C)CCC2	98	9	0	-5	0.2	-3	2	-1	-11	-2.5
CC(=O)/C(C(=N)N1CCN(Cc2ccccc2)CC1)=C(\C)O	99	6	-4	-6	0.2	12	-1	0	8	3.1
O=C(O)c1ccc(N=Nc2c(O)[nH]c3ccccc23)cc1	97	1	6	-5	-0.1	6	-19	3	5	-0.5
CC1(C(=O)NS(=O)(=O)c2cccc(C#N)c2)CCN1C(=O)c1ccco1 (centres undefined)	96	-7	-2	-18	0.1	-2	0	-1	0	-1.8
COc1ccc(CNC(=O)COc2ccc(S(=O)(=O)N3CCCCC3)cc2Cl)cc1	92	-7	2	x	-0.1	11	-3	-1	-3	0.9
O=C(NCc1ccccc1)c1ccc(Cl)c(S(=O)(=O)N2CCCC2)c1	83	-7	-5	-5	-0.1	-3	-3	9	-8	0.3
Cc1cc2cc3c(cc2nc1SCC(=O)N1CCCC1)OCCO3	105	2	-7	-5	0.2	8	1	-6	3	-0.7
CCCc1cc(=O)[nH]c(Nc2ccc(N3CCCCC3)cc2)n1	97	-18	1	-4	0.6	11	0	-1	-12	5.2
O=C(O)C1C2C=CC(O2)C1C(=O)NCCc1cccc(Cl)c1 (centres undefined)	90	3	21*	2	0.1	0	1	6	0	0.0
COc1ccc(N=Cc2ccc(N(CCC#N)CCC#N)cc2)cc1	91	-4	-4	-10	-0.2	12	1	-3	4	-0.1
CCCCCOc1ccc(NC(=O)CCCC(=O)O)cc1	107	-7	-4	-6	0.0	11	-1	4	8	-2.8
CCOc1ccc(NC(=O)CC2C(=O)N(CC)C(=S)N2CCNC(C)=O)cc1 (centres undefined)	103	-11	-2	-7	-0.2	1	2	-3	-4	2.8
Cc1cc(C(=O)C(C)Sc2cccc[n+]2[O-])c(C)n1-c1ccc(Cl)cc1 (centres undefined)	102	-6	2	-5	1.3	1	-8	-4	-12	0.0
COc1ccc(S(=O)(=O)N2CCOC2CNC(=O)C(=O)NCCN2CCOCC2)cc1C (centres undefined)	103	12	0	-6	0.0	-1	-3	-2	2	0.5
Cc1ccccc1N1CCN(S(=O)(=O)Cc2ccccc2)CC1	95	x	2	x	0.1	9	x	-16	-11	0.8
O=C(CCN1C(=O)/C(=C\c2ccccc2)SC1=S)Nc1ccc(C(=O)O)cc1	102	4	2	-5	0.0	6	-1	7	5	-0.3
CCN1CCN(C(=O)CSc2cc(=O)n(CC)c3ccccc23)CC1	98	8	4	-8	-0.2	1	12	2	3	-1.5

2 entries picked at random from those above, as already listed:
SMILES	ABCB6 inh MLPCN	Vif inh	HTR2A ag	CaV13 FRET inh	aDG glyco act	PDI inh	Glyco luc inh	Granule exo inh	H9c2 protect	hiPSC survival
CCN1CCN(C(=O)CSc2cc(=O)n(CC)c3ccccc23)CC1	98	8	4	-8	-0.2	1	12	2	3	-1.5
Cc1ccccc1N1CCN(S(=O)(=O)Cc2ccccc2)CC1	95	x	2	x	0.1	9	x	-16	-11	0.8

Next part:
SMILES	ABCB6 inh MLPCN	Vif inh	HTR2A ag	CaV13 FRET inh	aDG glyco act	PDI inh	Glyco luc inh	Granule exo inh	H9c2 protect	hiPSC survival
Cc1cc(C)cc(C(=O)NCC(=O)N2CCC3(CC2)NCCc2[nH]cnc23)c1	104	7	9	-2	-0.1	8	1	-4	-6	0.5
Cc1c(C2C(C#N)=C(N)OC3=C2C(=O)CCC3)cnn1C (centres undefined)	103	-9	0	-4	0.0	8	-1	-1	-1	-1.0
CCn1c(=S)sc2c(=O)n(-c3ccccc3)c(SC)nc21	98	-1	4	-4	-0.3	-4	0	7	-4	-1.8
CCN1C(=O)[C@H]2[C@@H](c3ccc(C)cc3)N3C(=O)N(c4ccc(C)cc4)C(=O)[C@@]3(Cc3ccc(Cl)cc3)[C@H]2C1=O	103	-2	4	-11	0.3	-32	5	-9	-2	-2.5
CCc1ccc2c(CN3CCOCC3)cc(=O)oc2c1	94	3	-4	-2	-0.2	5	1	-5	-4	0.2
O=S1(=O)CCO[C@H]2Cc3ccccc3[C@H]2N1Cc1ccccc1F	92	x	-3	11	-0.1	-1	2	12	0	-1.2
O=C(Nc1ccccc1)Nc1cc(OCC(F)(F)F)cc(OCC(F)(F)F)c1	95	-1	5	-1	-0.5	-3	-14	31	-11	1.2
CCOC(=O)c1ccc(NC(=O)NCc2ccccn2)cc1	98	-6	-2	-2	0.2	2	2	-1	-6	-0.4
CCN(CC)S(=O)(=O)c1ccc(NC2c3ccccc3C(=O)N2Cc2ccc3c(c2)OCO3)cc1 (centres undefined)	101	-5	4	-3	0.1	x	-2	-2	3	-3.3
COCCn1c(SCC(=O)c2[nH]c(C)c(C(C)=O)c2C)nc2ccccc21	99	19	2	x	0.3	2	-2	0	7	1.4
C=CCn1c(SCC(=O)NCc2ccccc2)nnc1-c1ccccc1O	99	-2	5	-6	-0.4	0	-1	1	0	3.7
